Compound activity (PubChem)
MEP2-GFP yeast – modulators of TOR pathway MEP2-GFP in S. cerevisiae; S. cerevisiae MEP2-GFP strain, flow cytometry GFP, 3 h; 100% = DMSO control level; GFP response vs DMSO, % at 10 µM; hit rate 0.51% among 330,000; AID 2016;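 active means GFP response versus DMSO above a set limit, roughly screen mean plus 3 SD, cut at about 180% in these data; inconclusive means fewer than 70 cells counted for a yeast strain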;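 further: median GFP fluorescence of the barcode-gated MEP2-GFP cells per well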
EBNA-1 inhibitor – blocks EBNA-1 binding to DNA; EBNA-1 DNA binding, fluorescence polarization; inhibition, % at 14.8 µM; hit rate 0.34% among 300,000; AID 1950; in the data active means inhibition above about 28%
proCasp7 act – activates human procaspase-7, counter-screen for procaspase-3 activators; activation, % at 8.5 µM; hit rate 0.093% among 330,000; P55210; AID 463210; recombinant procaspase-7, Ac-DEVD-pNA absorbance 405 nm; D23A/D198A/D206A triple mutant, cannot self-cleave; scale: DMSO 0, 5 µM enzyme 100;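 active means percent activation above the screen-wide mean plus 3 SD, cut at about 25% in these data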
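System: Procaspase-7 triple mutant (PC-7 D3A); measure: % activation from two-timepoint absorbance difference, scaled to controls; times: 1 h compound preincubation, 2 h substrate cleavage, 25 °C; also added: Ac-DEVD-pNA substrate, 400 µM as added; measured by: Epi-absorbance of released pNA at 405 nm, two timepoints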
proCasp3 act – activators of human procaspase-3; activation, % at 8.5 µM; recombinant procaspase-3 D3A, Ac-DEVD-pNA absorbance 405 nm; hit rate 0.11% among 330,000;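 active means activation above the mean of all tested compounds plus 3 SD, cut at about 21% in these data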;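 further: 0% = DMSO alone and 100% = DMSO wells spiked with extra 5 µM PC-3 D3A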
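Assay system – Procaspase-3 D3A mutant, all three cleavage aspartates alanine · Controls – DMSO-only low control, 5 µM PC-3 D3A high control · Schedule – 1 h compound preincubation, 2 h substrate hydrolysis at 25 °C · Signal – 405 nm absorbance of p-nitroaniline, reads at 0 and 120 min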
AHR act – human AHR activation; P35869; activation, % at 5 µM; hit rate 2.5% among 320,000; AHR-responsive luciferase reporter cells, luminescence; AID 2796; in the data active means activation above about 47%;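 further: 0% = vehicle wells and 100% = reference agonist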
ZTA DNA inh – ZTA (EBV) inhibition in EBNA-1 counter-screen; P03206; ZTA-DNA binding, fluorescence polarization; inhibition, % at 11 µM; hit rate 0.15% among 320,000; in the data active means inhibition above about 33%
LAP4-GFP MLPCN – alters LAP4-GFP fluorescence in TOR pathway yeast screen; S. cerevisiae LAP4-GFP multiplex, flow cytometry GFP, 3 h; median GFP as percent of DMSO wells; GFP response vs DMSO, % at 10 µM; hit rate 0.34% among 320,000;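 active means GFP response vs DMSO above a set limit, about the screen mean plus 3 SD, cut at about 150% in these data; inconclusive means under 70 cell events counted for the yeast strain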
RPL19A TOR yeast – yeast TOR pathway RPL19A-GFP modulation. hit rate 0.3% among 330,000. percent response vs DMSO, % at 10 µM. AID 2025. S. cerevisiae RPL19A-GFP strain, flow cytometry, 3 h; stronger effect = lower value;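 active means percent response vs DMSO below 50%; inconclusive means fewer than 70 events counted for the yeast strain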;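 further: median channel GFP fluorescence of the barcoded RPL19A-GFP strain; ratio of sample median GFP to plate DMSO average so 100% = DMSO; lower means less RPL19A-GFP as with rapamycin TOR inhibition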
Numbers without * were called inactive; [ ] = dose if it differs, or a comment. No enrichment for hits; overall some 3.8% were active at least once.

A first look:
What do the screens show for `CN1C(=O)c2oc3ccccc3c(=O)c2C1c1ccccn1` (stereo not given)?
MEP2-GFP yeast: 102; EBNA-1 inhibitor: 2; proCasp7 act: -13; proCasp3 act: -19; AHR act: 3; ZTA DNA inh: 11; LAP4-GFP MLPCN: 99

How did COc1ccc(NC(=O)CCCN2C(=O)/C(=C\c3ccco3)SC2=S)cc1 do in these assays?
MEP2-GFP yeast: 110; EBNA-1 inhibitor: 25; proCasp7 act: -27; proCasp3 act: 3; AHR act: -2; ZTA DNA inh: 7; LAP4-GFP MLPCN: 104; RPL19A TOR yeast: 101

Results for O=C(COC(=O)CNC(=O)c1ccccc1)Nc1nnc(-c2ccccc2)o1 ?
MEP2-GFP yeast: 108; EBNA-1 inhibitor: -1; proCasp7 act: 7; proCasp3 act: 5; AHR act: 0; ZTA DNA inh: -13; LAP4-GFP MLPCN: 96; RPL19A TOR yeast: 95

Results for COc1ccc(NC(=O)C2CC2)cc1-n1cnnn1 ?
MEP2-GFP yeast: 95; EBNA-1 inhibitor: 11; proCasp7 act: 2; proCasp3 act: 2; AHR act: 9; ZTA DNA inh: -14; LAP4-GFP MLPCN: 93; RPL19A TOR yeast: 96

Results for NC(=O)CC[C@@H]1NC(=O)[C@H](CO)NC(=O)c2cc([N+](=O)[O-])cc(I)c2NCCC[C@@H](C(N)=O)NC(=O)[C@H](Cc2ccc(O)cc2)NC1=O ?
MEP2-GFP yeast: 94; EBNA-1 inhibitor: 2; proCasp7 act: -13; proCasp3 act: 0; AHR act: -1; ZTA DNA inh: 4; LAP4-GFP MLPCN: 128; RPL19A TOR yeast: 101

All compounds of this part, repeating the preview:
What do the screens show for `CN1C(=O)c2oc3ccccc3c(=O)c2C1c1ccccn1` (stereo not given)?
MEP2-GFP yeast: 102; EBNA-1 inhibitor: 2; proCasp7 act: -13; proCasp3 act: -19; AHR act: 3; ZTA DNA inh: 11; LAP4-GFP MLPCN: 99

How did COc1ccc(NC(=O)CCCN2C(=O)/C(=C\c3ccco3)SC2=S)cc1 do in these assays?
MEP2-GFP yeast: 110; EBNA-1 inhibitor: 25; proCasp7 act: -27; proCasp3 act: 3; AHR act: -2; ZTA DNA inh: 7; LAP4-GFP MLPCN: 104; RPL19A TOR yeast: 101

Results for O=C(COC(=O)CNC(=O)c1ccccc1)Nc1nnc(-c2ccccc2)o1 ?
MEP2-GFP yeast: 108; EBNA-1 inhibitor: -1; proCasp7 act: 7; proCasp3 act: 5; AHR act: 0; ZTA DNA inh: -13; LAP4-GFP MLPCN: 96; RPL19A TOR yeast: 95

Results for COc1ccc(NC(=O)C2CC2)cc1-n1cnnn1 ?
MEP2-GFP yeast: 95; EBNA-1 inhibitor: 11; proCasp7 act: 2; proCasp3 act: 2; AHR act: 9; ZTA DNA inh: -14; LAP4-GFP MLPCN: 93; RPL19A TOR yeast: 96

Results for NC(=O)CC[C@@H]1NC(=O)[C@H](CO)NC(=O)c2cc([N+](=O)[O-])cc(I)c2NCCC[C@@H](C(N)=O)NC(=O)[C@H](Cc2ccc(O)cc2)NC1=O ?
MEP2-GFP yeast: 94; EBNA-1 inhibitor: 2; proCasp7 act: -13; proCasp3 act: 0; AHR act: -1; ZTA DNA inh: 4; LAP4-GFP MLPCN: 128; RPL19A TOR yeast: 101

How did O=C(O)CC(NC(=O)/C(=C/c1ccccc1)NC(=O)c1ccccc1)c1ccccc1 (stereo not given) do in these assays?
MEP2-GFP yeast: 261*[may fluoresce violet]; EBNA-1 inhibitor: -7; proCasp7 act: 1; proCasp3 act: 2; AHR act: 2; ZTA DNA inh: 6; LAP4-GFP MLPCN: 44[may fluoresce violet]; RPL19A TOR yeast: 37*[may fluoresce violet]

What do the screens show for `COc1ccc(N2CCN(S(=O)(=O)c3ccc4c(c3)CCCC4)CC2)c([N+](=O)[O-])c1`?
MEP2-GFP yeast: 101; EBNA-1 inhibitor: 10; proCasp7 act: 2; proCasp3 act: 12; AHR act: -2; ZTA DNA inh: 4; LAP4-GFP MLPCN: 100; RPL19A TOR yeast: 97

How did CCc1ccc(OCC(O)CN2CCC(CN3C(=O)c4cccc5cccc(c45)C3=O)CC2)cc1 (stereo not given) do in these assays?
MEP2-GFP yeast: 98; EBNA-1 inhibitor: 0; proCasp7 act: -3; proCasp3 act: -6; AHR act: 2; ZTA DNA inh: 3; LAP4-GFP MLPCN: 83; RPL19A TOR yeast: 96

How did COc1ccc(Nc2ncc(F)c(N3CCOCC3)n2)cc1 do in these assays?
MEP2-GFP yeast: 103; EBNA-1 inhibitor: 2; proCasp7 act: 8; proCasp3 act: 13; AHR act: 22; ZTA DNA inh: -1; LAP4-GFP MLPCN: 92; RPL19A TOR yeast: 94

What do the screens show for `Cc1ccc(S(=O)(=O)N(Cc2cc3ccc(C)cc3[nH]c2=O)c2ccccc2)cc1`?
MEP2-GFP yeast: 97; EBNA-1 inhibitor: -6; proCasp7 act: 0; proCasp3 act: 8; AHR act: 0; ZTA DNA inh: -12; LAP4-GFP MLPCN: 108; RPL19A TOR yeast: 98

How did CC1CCCCC12NC(=O)N(Cc1cc(=O)n3ccsc3n1)C2=O (stereo not given) do in these assays?
MEP2-GFP yeast: 95; EBNA-1 inhibitor: 0; proCasp7 act: 0; proCasp3 act: 3; AHR act: -2; ZTA DNA inh: 3; LAP4-GFP MLPCN: 103; RPL19A TOR yeast: 96

How did C=C1CCN([C@@H](Cc2ccccc2)C(=O)NCc2ccc(Cl)cc2)S(=O)(=O)c2ccccc21 do in these assays?
MEP2-GFP yeast: 92; EBNA-1 inhibitor: -2; proCasp7 act: -5; proCasp3 act: -5; AHR act: 5; ZTA DNA inh: -12; LAP4-GFP MLPCN: 107; RPL19A TOR yeast: 102

What do the screens show for `Cc1nn(C)c(Nc2ccc(Br)cc2)c1Br`?
MEP2-GFP yeast: 90; EBNA-1 inhibitor: 7; proCasp7 act: 4; proCasp3 act: 1; AHR act: 11; ZTA DNA inh: 19; LAP4-GFP MLPCN: 83; RPL19A TOR yeast: 89

How did CC(=O)ONC(=Nc1ccccc1)c1nonc1N do in these assays?
MEP2-GFP yeast: 107; EBNA-1 inhibitor: 8; proCasp7 act: 4; proCasp3 act: 0; AHR act: 1; ZTA DNA inh: -5; LAP4-GFP MLPCN: 106; RPL19A TOR yeast: 100

What do the screens show for `CC(C)(C)OC(=O)C[C@H]1C/C=C\C[C@H](CC(=O)NCCO)C(=O)N[C@@H](Cc2ccccc2)COC1=O`?
MEP2-GFP yeast: 97; proCasp7 act: -10; proCasp3 act: 8; AHR act: -2; LAP4-GFP MLPCN: 94; RPL19A TOR yeast: 99

What do the screens show for `NS(=O)(=O)c1ccc(CCNC(=O)CSc2nc3ccccc3c3nc(CCN4CCCCC4)nn23)cc1`?
MEP2-GFP yeast: inconclusive; EBNA-1 inhibitor: 2; proCasp7 act: 9; proCasp3 act: -3; AHR act: 1; ZTA DNA inh: 10; LAP4-GFP MLPCN: 82; RPL19A TOR yeast: 86

What do the screens show for `COc1ccccc1C(c1nnnn1Cc1ccccc1)N1CCC(C(N)=O)CC1` (stereo not given)?
MEP2-GFP yeast: 104; EBNA-1 inhibitor: -3; proCasp7 act: 14; proCasp3 act: 5; AHR act: 2; ZTA DNA inh: 0; LAP4-GFP MLPCN: 101; RPL19A TOR yeast: 103

What do the screens show for `O=C(NCc1ccccc1)C(c1ccco1)N(C(=O)c1csnn1)c1ccccc1F` (stereo not given)?
MEP2-GFP yeast: 103; EBNA-1 inhibitor: 5; proCasp7 act: -8; proCasp3 act: -1; AHR act: 0; ZTA DNA inh: -19; LAP4-GFP MLPCN: 116; RPL19A TOR yeast: 103

What do the screens show for `CC(Sc1nnc(COc2ccc([N+](=O)[O-])cc2)n1-c1ccccc1)C(=O)O` (stereo not given)?
MEP2-GFP yeast: 100; EBNA-1 inhibitor: 4; proCasp7 act: -2; proCasp3 act: 0; AHR act: 0; ZTA DNA inh: 4; LAP4-GFP MLPCN: 107; RPL19A TOR yeast: 100

Results for Cc1cc(C)c(NC(=S)N2CCCC2C(=O)O)c(C)c1 (stereo not given) ?
MEP2-GFP yeast: 101; EBNA-1 inhibitor: 2; proCasp7 act: -16; proCasp3 act: -2; AHR act: 0; ZTA DNA inh: -7; LAP4-GFP MLPCN: 93; RPL19A TOR yeast: 99

What do the screens show for `CC(=O)Nc1ccccc1-c1nc2ccc(C(=O)N3CCN(c4cccc(C)c4)C(C)C3)cc2[nH]c1=O` (stereo not given)?
MEP2-GFP yeast: 104; EBNA-1 inhibitor: 4; proCasp7 act: 10; proCasp3 act: 13; AHR act: 13; ZTA DNA inh: 16; LAP4-GFP MLPCN: 101; RPL19A TOR yeast: 97

Results for CCN(CC)c1ccc(/C=N/NC(=S)NCc2ccc(OC)cc2)cc1 ?
MEP2-GFP yeast: 100; EBNA-1 inhibitor: -18; proCasp7 act: 37*; proCasp3 act: 44*; AHR act: 49*; ZTA DNA inh: -20; LAP4-GFP MLPCN: 98; RPL19A TOR yeast: 102

What do the screens show for `COCCC(=O)N1CCC(Oc2ccc(C(=O)NCCc3ccccn3)cc2)CC1`?
MEP2-GFP yeast: 94; EBNA-1 inhibitor: 3; proCasp7 act: 9; proCasp3 act: 0; AHR act: -3; ZTA DNA inh: -16; LAP4-GFP MLPCN: 93; RPL19A TOR yeast: 100

How did COc1ccc(CSCCc2n[nH]c(=S)n2-c2ccccc2)cc1 do in these assays?
MEP2-GFP yeast: 97; EBNA-1 inhibitor: 5; proCasp7 act: -22; proCasp3 act: -9; AHR act: 2; ZTA DNA inh: 6; LAP4-GFP MLPCN: 101; RPL19A TOR yeast: 94

Results for CC(C)c1ccc(NC(=O)COC(=O)CC2CCCC2)cc1 ?
MEP2-GFP yeast: 88; proCasp7 act: -9; proCasp3 act: -5; AHR act: 1; LAP4-GFP MLPCN: 90; RPL19A TOR yeast: 93

Results for COC(=O)c1cc(S(=O)(=O)NCc2ccc3c(c2)OCO3)c[nH]1 ?
MEP2-GFP yeast: 101; EBNA-1 inhibitor: 8; proCasp7 act: 3; proCasp3 act: 9; AHR act: 2; ZTA DNA inh: -12; LAP4-GFP MLPCN: 101; RPL19A TOR yeast: 97

What do the screens show for `COc1cc(C(=O)OCc2cc(=O)n3ccsc3n2)ccc1OC(C)C`?
MEP2-GFP yeast: 105; proCasp7 act: 6; proCasp3 act: 7; AHR act: 2; LAP4-GFP MLPCN: 102; RPL19A TOR yeast: 99

What do the screens show for `c1ccc2c(c1)CC1(CCCC1)n1nnnc1-2`?
MEP2-GFP yeast: 102; EBNA-1 inhibitor: 8; proCasp7 act: -3; proCasp3 act: 3; AHR act: 1; ZTA DNA inh: 17; LAP4-GFP MLPCN: 107; RPL19A TOR yeast: 97

What do the screens show for `Cc1ccc2nc(-c3ccc(NC(=O)CCS(=O)(=O)c4ccccc4)cc3)sc2c1`?
MEP2-GFP yeast: 101; EBNA-1 inhibitor: 10; proCasp7 act: -7; proCasp3 act: -12; AHR act: -13; ZTA DNA inh: 13; LAP4-GFP MLPCN: 88; RPL19A TOR yeast: 99

What do the screens show for `CC(C)Oc1ccccc1NC(=O)CSc1nccn1C`?
MEP2-GFP yeast: 104; EBNA-1 inhibitor: 5; proCasp7 act: 2; proCasp3 act: 7; AHR act: 6; ZTA DNA inh: 7; LAP4-GFP MLPCN: 103; RPL19A TOR yeast: 102
